DENV2 CPE rescue: protects cells from dengue virus 2 cytopathic effect; DENV2-infected cells, cytopathic effect rescue, plate reader; CPE inhibition, % at 9.99 µM; actives 1.7% (n = 350,000); in the data active = CPE inhibition above about 20%, passing the limit was not always enough; inconclusive = no clear call, values can overlap the other calls; tested in BHK-21 cells;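 note: 0% = median of neutral control wells and 100% = median of positive control wells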
PAX8 inh HTS: PAX8 transcriptional activity inhibition. RMG-I TPO-luciferase reporter, SteadyGlo, 24 h. inhibition, % at 12.6 µM. actives 1.2% (n = 360,000);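 active = mean replicate inhibition at least 60% with every replicate also reaching 60%; inconclusive = only one of the two criteria is met; inactive = mean below 60% and not all replicates reaching 60%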;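 note: luciferase light reporting Pax8 driven TPO promoter activity; plate controls were median of neutral control wells for no effect and mitoxantrone controls for full effect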
ARNT-TACC3 inh: disruptors of human ARNT/TACC3 interaction | Q9Y6A5 | AlphaScreen His-ARNT PAS-B/GST-TACC3 binding, luminescence; TACC3 fragment carries E629A point mutation | inhibition, % at 9.99 µM | actives 0.66% (n = 390,000) | AID 623870;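 active = mean inhibition of replicates at least 50% and at least half of replicates each reaching 50%; inconclusive = half or more replicates reach 50% but mean below 50%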;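 note: 0% = complete ARNT plus TACC3 wells and 100% = ARNT alone without TACC3; many hits fall short of the cut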
LGR2 antag: Drosophila LGR2 receptor signaling inhibition; actives 0.35% (n = 380,000); AID 720647; HEK293 LGR2, CRE-luciferase, bursicon-stimulated, 4 h; inhibition, % at 9.99 µM;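 active = drop in luminescence signal, shown as inhibition above about 50% in the replicate tests, limit read from the data, passing the limit was not always enough; inconclusive = probably only some replicates passing the limit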;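 note: agonist challenge used bursicon conditioned medium at about half maximal strength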
SIRT5 inh: inhibitors of human sirtuin-5 desuccinylase | inhibition, % at 15 µM | Purified SirT5, succinyl-peptide AMC, trypsin-coupled fluorescence | actives 1.1% (n = 330,000) | AID 652115; in the data active = inhibition above about 15%; inconclusive = no clear call, values can overlap the other calls
Target sequence (Q9NXA8 whole entry, looked up): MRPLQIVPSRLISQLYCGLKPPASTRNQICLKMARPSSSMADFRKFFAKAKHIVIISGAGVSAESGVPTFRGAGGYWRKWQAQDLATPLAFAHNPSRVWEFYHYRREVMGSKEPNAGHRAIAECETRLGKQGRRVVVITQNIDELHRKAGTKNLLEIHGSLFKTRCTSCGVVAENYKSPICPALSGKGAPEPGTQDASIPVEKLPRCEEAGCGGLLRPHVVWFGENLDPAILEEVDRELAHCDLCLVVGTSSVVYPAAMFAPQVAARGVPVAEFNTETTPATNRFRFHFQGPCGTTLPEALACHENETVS
CASP6 VEID inh: blocks human caspase-6 cleavage activity. P55212. purified caspase-6, Z-VEID-R110 cleavage fluorescence. inhibition, % at 12.5 µM. actives 0.53% (n = 350,000). AID 686996;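 active = mean inhibition across replicates at least about 35%, with every replicate also reaching that limit, limit read from the data; inconclusive = only one of the two criteria met; inactive = neither criterion met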;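 note: 0% = median of neutral control wells and 100% = no fluorescence left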
Target sequence (P55212 24-179 limits assumed): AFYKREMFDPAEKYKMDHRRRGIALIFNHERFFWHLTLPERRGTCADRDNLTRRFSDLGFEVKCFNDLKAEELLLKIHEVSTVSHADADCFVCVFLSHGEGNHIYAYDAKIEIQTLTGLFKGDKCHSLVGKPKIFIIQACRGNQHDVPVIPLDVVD
Target sequence (P55212 194-293 limits assumed): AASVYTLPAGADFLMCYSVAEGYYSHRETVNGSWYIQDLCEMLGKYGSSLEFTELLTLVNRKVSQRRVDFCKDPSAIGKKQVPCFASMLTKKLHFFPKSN
EWS-Fli inh: blocks EWS/Fli oncoprotein-driven transcription; A673 NR0B1-luciferase reporter, viability-normalised; inhibition, % at 12.6 µM; actives 0.67% (n = 350,000); AID 651661;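 active = mean inhibition of at least 50% after viability correction, with every replicate also passing that limit; inconclusive = mean reaches 50% but only one of two replicates passes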;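 note: firefly luciferase signal divided by Alamar Blue viability fluorescence both relative to DMSO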
* = called active by the depositor; ? = inconclusive; · = no result given.

SMILES	DENV2 CPE rescue	PAX8 inh HTS	ARNT-TACC3 inh	LGR2 antag	SIRT5 inh	CASP6 VEID inh	EWS-Fli inh
Nn1c(SCc2cccc(Oc3ccccc3)c2)nnc1C(F)(F)F	9.9	4.5	-6.5	1.5	1.2	0.8	-18.4
CCCCn1c(SCC(=O)NC(C)(C)C)nnc1-c1ccco1	0.6	·	-12.4	-5.8	0.6	-0.2	-0.3
CC(=O)N(C)C[C@H]1Oc2cc(C#Cc3ccncc3)ccc2S(=O)(=O)N([C@@H](C)CO)C[C@H]1C	4.8	·	-6.3	-24.3	-4.0	0.3	-16.1
Cc1ccc(S(=O)(=O)N[C@@H]2C=C[C@@H](CC(=O)N3CCC(Cc4ccccc4)CC3)O[C@H]2CO)cc1	10.5	53.2	-11.3	19.7	2.5	-3.4	5.2
C[C@@H]1CN([C@H](C)CO)C(=O)c2cc(NC(=O)NC3CCCCC3)ccc2O[C@H]1CN(C)Cc1ccncc1	6.7	11.3	-2.7	-15.6	1.1	2.0	-2.7
CCOc1ccc(C(C)NC(=O)c2ccccc2OCc2c(C)noc2C)cc1OCC (stereo not given)	-3.5	6.5	-15.2	-35.1	1.4	3.2	4.3
O=C(C[n+]1ccc(/C=N/O)cc1)N1CCCCC1	-4.4	17.1	4.3	11.6	-3.2	-7.2	2.6
O=C(CN1CCN(c2ccc(F)cc2)CC1)Nc1ccccc1Br	-2.6	12.0	-5.0	·	-1.0	-0.7	5.3
C[C@@H]1CN([C@H](C)CO)C(=O)Cc2cc(NC(=O)Cc3ccccc3)ccc2O[C@@H]1CN(C)Cc1ccccc1	11.6	7.7	1.3	8.8	-3.4	0.4	-15.7
ClCc1nc2ccccc2n1Cc1ccccc1	-5.7	-3.4	0.4	-4.7	-2.4	-4.0	18.0
CCOC(=O)/C(C#N)=C/c1c(Oc2cccc(C)c2)nc2c(C)cccn2c1=O	-5.7	27.4	-5.3	-1.6	1.0	-0.8	0.0
COCC(=O)N=Nc1c(O)[nH]c2ccccc12	13.5	-8.2	·	-1.1	1.0	0.5	-17.7
CCCC#Cc1cnc2c(c1)C(=O)N([C@H](C)CO)C[C@@H](C)[C@@H](CN(C)Cc1ccccc1)O2	-6.5	1.0	-1.2	-10.5	0.4	-0.6	7.2
COc1ccsc1C(=O)Nc1ccc(F)cc1F	3.5	-0.9	-4.7	-9.6	·	2.3	-18.5
COc1ccc(OCCCC(=O)NNC(=O)c2ccncc2)cc1	7.5	-9.8	5.5	16.0	-4.3	2.0	0.9
CSc1ccc(Cl)c(C(=O)NNC(=O)c2cccs2)c1	3.8	·	-2.6	-13.4	-2.0	-1.0	-7.7
O=c1c2ccccc2c2ccccc2c(=O)n1Cc1ccc2c(c1)OCO2	15.9	12.6	·	12.8	·	0.5	0.8
C[C@@H]1CN([C@H](C)CO)C(=O)c2cc(Br)cnc2O[C@@H]1CN(C)Cc1ccc2c(c1)OCO2	1.5	·	-3.1	-31.3	-4.0	0.2	-7.6
CC(NC(=O)[C@H](C)N1C(=O)N2CCc3c([nH]c4ccccc34)[C@@]2(C)C1=O)c1ccccc1 (stereo not given in full)	5.8	·	-9.3	20.5	·	1.7	0.2
CN1CCN(C(=O)c2ccccc2NC(=O)c2sc3ccccc3c2Cl)CC1	-4.7	11.3	-3.7	10.7	·	-2.3	1.6
O=C(O)CC/C(=N/Nc1ccc([N+](=O)[O-])cc1)C(=O)O	10.4	-4.5	1.1	16.0	0.5	1.6	6.1
CCN(CC)S(=O)(=O)c1cc([N+](=O)[O-])ccc1N=Nc1c(O)n(C)c2ccccc12	-5.9	3.0	-5.5	6.8	-2.1	1.0	5.2
O=C(O)CCCCCNS(=O)(=O)/C=C/c1ccccc1	0.7	-10.9	-4.3	22.4	0.2	6.8	-2.2
C[C@@H]1CN([C@@H](C)CO)C(=O)c2cc(NC(=O)Nc3cccc4ccccc34)ccc2O[C@@H]1CN(C)S(C)(=O)=O	-4.4	8.1	-1.7	22.9	0.1	-3.4	-5.2
COc1cc(NC(=O)c2ccc(-c3ccc(F)c(F)c3)c3ccoc23)cc(OC)c1OC	-9.0	-5.1	·	-4.2	0.3	4.1	3.3
CCCS(=O)(=O)NC(=O)C1(C)CCCN(C(=O)c2cc(-c3cccs3)oc2C)C1 (stereo not given)	-8.4	13.7	·	2.8	·	-4.0	5.4
Cc1ccccc1S(=O)(=O)N1C[C@@H](O)COC[C@H]2O[C@H](CC(=O)NCc3ccccc3Cl)CC[C@@H]21	-4.1	18.7	3.3	-20.0	1.9	-1.0	5.4
CCOC(=O)c1[nH]c(=S)n(Cc2ccccc2)c1C(=O)OCC	-4.5	-6.9	-4.1	-0.1	13.4	-0.9	4.9
CC(=O)Nc1cccc(-c2ccnc3c2CC(C)(C(=O)NC(C)C)O3)c1 (stereo not given)	19.4	·	·	-4.8	-1.8	0.3	1.8
Cn1cc(/C=C(\C#N)C(=O)Nc2ncc(Cc3ccc(Cl)cc3)s2)c2ccccc21	·	12.2	0.3	-5.3	·	·	·
Cc1oc(-c2ccc(Cl)cc2)nc1CN1CCCC(C(=O)N2CCN(C(=O)c3ccco3)CC2)C1 (stereo not given)	-11.2	49.0	5.9	9.7	-0.2	-1.8	30.5
CCCCCC(=O)Nc1ccc(Cl)cn1	5.2	·	10.1	-36.7	0.5	0.4	-56.2
COc1cccc(CN2CC(O)=C(c3nc(-c4ccc(Cl)cc4)cs3)C2=N)c1	·	·	-2.8	-5.6	4.3	1.5	·
Cc1ccc(NC(=O)c2cc(N3C(=O)C4CCCCC4C3=O)ccc2N2CCOCC2)cc1 (stereo not given)	7.9	-3.1	4.1	-1.2	-3.6	-11.1	10.6
O=C(C[C@H]1C[C@H](C(=O)N2CCOCC2)[C@@]2(CCC3CCCC3)c3[nH]c4cc(-c5ccco5)ccc4c3CCN2C1=O)NCCc1ccccn1	-0.4	21.5	-3.8	-1.6	-1.6	-20.2	4.9
CCOC(=O)c1c(NC(=O)CN2C(=O)NC(C)(c3ccccc3)C2=O)sc(C)c1C (stereo not given)	13.4	29.0	22.7	12.7	1.2	0.0	43.2
CN(C)/C=C/C(=O)c1c(F)cccc1F	17.4	-9.1	-8.0	11.8	2.0	2.2	-1.1
Nc1c(Cl)cnn(-c2ccccc2)c1=O	2.5	8.1	·	4.0	-3.1	-0.4	-2.5
CN(C(=O)C1CCN(S(=O)(=O)c2cccc3nonc23)CC1)C1CCCCC1	3.8	14.7	-1.5	·	-3.6	3.9	0.8
COc1ccc(Cl)cc1S(=O)(=O)N1CCC(C(=O)NCCC2=CCCCC2)CC1	?	·	2.6	-10.4	1.9	-0.2	·
Cc1ccc(S(=O)(=O)N2CCN(C(=O)CC(C)n3cncn3)CC2)cc1 (stereo not given)	-1.7	17.4	-7.3	5.0	2.7	3.2	-4.4
C[C@@H](NC(=O)c1[nH]cnc1C(=O)Nc1nccs1)c1ccccc1	-2.8	4.9	33.0	-24.7	·	-3.0	8.8
CCN1CCN(Cc2ccc(NC(=O)c3cccc(-c4ccc5nc(NC(=O)C6CC6)sc5n4)c3)cc2C(F)(F)F)CC1	?	80.2*	·	76.3*	-12.5	-7.9	37.4
Nc1ncnc2c1CN(Cc1ccccc1)CC2	15.1	-12.7	0.6	16.3	-1.6	-2.8	-4.1
C[C@@H]1CN([C@H](C)CO)C(=O)c2cccc(NC(=O)Nc3ccc(C(F)(F)F)cc3)c2O[C@H]1CN(C)C(=O)Nc1ccc(F)cc1	-6.4	·	-0.6	·	3.3	1.1	9.3
Cn1c(C(=O)N[C@@H](Cc2ccccc2)C(=O)O)cc2cc(F)ccc21	1.8	-1.7	-7.1	26.0	1.6	0.5	22.5
CC12CC(O)C3C(CCC4=CC(=O)CCC43C)C1CCC2=CCO (stereo not given)	·	3.9	-4.9	·	·	-0.7	9.1
Cc1cc(C)cc(NC(=O)Nn2cnnc2)c1	-1.7	4.0	-0.7	-16.9	-1.5	-4.1	-3.0
O=c1c2ccccc2nnn1-c1ccccc1	9.8	-17.6	-3.5	-21.9	-3.8	1.1	-31.1
CO[C@H]1CN(C)C(=O)c2ccc(NC(=O)Nc3ccccc3)cc2OC[C@H](C)N(C(=O)CN(C)C)C[C@@H]1C	10.6	·	·	0.7	0.1	-0.1	-7.0
S=C(Nc1cccnc1)NC1CC2CCC1C2 (stereo not given)	-5.6	-11.9	3.1	6.3	-1.9	5.1	-10.8
COc1ccc(NC(=O)Nc2ccc3c(c2)C(=O)N([C@@H](C)CO)C[C@@H](C)[C@@H](CN(C)C(=O)NC(C)C)OCCCC[C@H](C)O3)cc1	3.8	-7.1	-13.6	-9.7	0.6	-1.6	-6.5
COC(=O)c1ccc([C@H]2C=C(C(=O)O)O[C@@H](OCc3ccc(CO)cc3)C2)cc1	14.1	-15.5	-5.5	·	3.3	-1.0	-6.0
C[C@H](CO)N1C[C@H](C)[C@H](CN(C)C(=O)Nc2ccccc2)OCCCC[C@H](C)Oc2ccc(NC(=O)NC3CCCCC3)cc2C1=O	-7.9	5.6	-2.5	?	5.7	-1.2	4.0
CC1(OC(=O)CCc2ccccc2)C(=O)C=C2C=C(c3ccc(C#N)cc3)N(CCc3ccccn3)C=C2C1=O (stereo not given)	·	11.7	1.5	11.3	·	15.6	-5.2
CCOC(=O)c1ccc(NC(=S)N2CCSC2c2c(F)cc(F)cc2F)cc1 (stereo not given)	-2.8	2.5	·	-2.0	0.8	4.4	12.0
C/C=C/c1ccc([C@H]2[C@@H](CO)N(c3nc(C)c(C)s3)[C@@H]2CNCC(C)C)cc1	14.2	·	·	-10.3	-1.1	1.2	-8.8
O=C(Nc1ccccc1CC[N+](=O)[O-])N1CCN(c2ccccc2)CC1	·	9.2	-5.7	2.2	-1.4	1.3	6.7
Cc1oc(-c2ccc(Cl)cc2)nc1CS(=O)CC(=O)NCc1ccccn1 (stereo not given)	-0.7	13.3	4.9	2.0	-0.4	1.2	-4.9
Cc1ccc(C)c(NS(=O)(=O)c2ccc(NC(=O)CSc3ccc(Cl)cc3)cc2)c1	4.2	3.4	·	-12.4	-7.0	0.7	-1.8

Entries above marked active in LGR2 antag:
| SMILES | DENV2 CPE rescue | ARNT-TACC3 inh | LGR2 antag | SIRT5 inh | CASP6 VEID inh |
| --- | --- | --- | --- | --- | --- |
| CCN1CCN(Cc2ccc(NC(=O)c3cccc(-c4ccc5nc(NC(=O)C6CC6)sc5n4)c3)cc2C(F)(F)F)CC1 | ? | · | 76.3* | -12.5 | -7.9 |

Some entries already given, showing only ARNT-TACC3 inh, CASP6 VEID inh and PAX8 inh HTS:
SMILES	ARNT-TACC3 inh	CASP6 VEID inh	PAX8 inh HTS
O=C(Nc1ccccc1CC[N+](=O)[O-])N1CCN(c2ccccc2)CC1	-5.7	1.3	9.2
Cc1oc(-c2ccc(Cl)cc2)nc1CS(=O)CC(=O)NCc1ccccn1 (stereo not given)	4.9	1.2	13.3

Compound activity as filed in PubChem.
